Screens as filed in PubChem BioAssay.
NPSR antag – neuropeptide S receptor (human) antagonism, cAMP; Q6W5P4; CHO-NPSR cells, cAMP TR-FRET, antagonist mode; Potency, µM (top dose mostly 38.3 µM), inactives show at the highest dose activity change, negative = inhibition, actives largely listed as inhibitors; hit rate 1% among 220,000; AID 1461; also: potency is read from the fitted curve at half-maximal effect; % is scaled to controls: 0 for no effect and ±100 for the full control effect; nearly all actives have a fitted effect of over 50% in size; many of its hits are not listed in these tables
CBFb RUNX1 block – blocks binding between human CBF-beta and RUNX1 | AlphaScreen CBFb-His/RUNX1-biotin binding, biochemical | Potency, µM (top dose mostly 59.8 µM), for the others: at the top dose activity, negative = inhibition, hits mostly inhibitors | 230,000 tested, under 10 active; also: % of control where 0% means no effect
Target sequence (Q01196 whole entry, looked up): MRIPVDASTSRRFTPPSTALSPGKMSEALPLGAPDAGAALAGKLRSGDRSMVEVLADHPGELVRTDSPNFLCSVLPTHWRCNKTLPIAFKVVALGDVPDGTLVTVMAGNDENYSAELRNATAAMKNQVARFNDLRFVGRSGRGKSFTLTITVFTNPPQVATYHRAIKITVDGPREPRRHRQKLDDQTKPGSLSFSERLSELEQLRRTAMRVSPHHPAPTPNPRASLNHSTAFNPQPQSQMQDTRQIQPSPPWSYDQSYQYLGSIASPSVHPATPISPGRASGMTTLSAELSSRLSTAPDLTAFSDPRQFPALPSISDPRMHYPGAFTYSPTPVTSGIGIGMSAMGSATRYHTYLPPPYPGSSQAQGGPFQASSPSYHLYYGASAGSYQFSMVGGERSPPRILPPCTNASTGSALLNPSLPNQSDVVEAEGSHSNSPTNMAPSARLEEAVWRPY
Target sequence (Q13951 whole entry, looked up): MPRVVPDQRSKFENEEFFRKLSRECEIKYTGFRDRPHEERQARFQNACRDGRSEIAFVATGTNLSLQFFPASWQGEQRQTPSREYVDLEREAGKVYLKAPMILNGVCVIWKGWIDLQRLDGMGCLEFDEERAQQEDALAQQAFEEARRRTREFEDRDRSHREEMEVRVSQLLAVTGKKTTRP
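CBFb-His/RUNX1-biotin, 30 nM each, preincubated 20 min RT; compound 15 min RT; Ni + streptavidin beads 50 ng each, 90 min RT; AlphaScreen read.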
Epigenetic reg – regulators of epigenetic silencing causing reporter derepression in mouse cells; murine LDR cells, GFP reporter derepression, 30 h; Potency, µM (highest dose often 53.9 µM), for inactives: at the top dose GFP activation, actives largely listed as activators; hit rate 0.2% among 280,000; AID 1865; also: potency is read from the fitted curve at half-maximal effect; % of control where 0% means no effect; nearly all actives have a fitted effect of over 60% in size
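Derepression of a silenced CMV-GFP reporter in murine LDR cells is scored by enumerating GFP-positive cells with a laser-scanning microplate cytometer after 30 hours of treatment at 37 C.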
Tau fibril FP – inhibitors of human tau fibril formation | P10636 | K18 P301L tau heparin fibrillization, Alexa594 FP, 6 h | Potency, µM (doses to about 57.7 µM), for inactives: at the top dose activity, negative = inhibition, usual class: inhibitors | hit rate 0.39% among 280,000 | AID 1468; also: potency is read from the fitted curve at half-maximal effect; % is scaled to controls: 0 for no effect and ±100 for the full control effect; nearly all actives have a fitted effect of over 55% in size
Target sequence (P10636 561-689 P618L limits assumed): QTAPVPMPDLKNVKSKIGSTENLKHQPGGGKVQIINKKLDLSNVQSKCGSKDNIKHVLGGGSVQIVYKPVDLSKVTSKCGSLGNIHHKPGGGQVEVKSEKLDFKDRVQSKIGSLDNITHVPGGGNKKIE
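Recombinant K18 P301L […], labeled with Alexa 594 at 0.24 uM over 15 uM unlabeled; heparin inducer 20 uM final; 37 C, 6 hr; FP endpoint.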
GLA spleen mod – inhibitors or activators of human alpha-galactosidase in spleen homogenate. human spleen homogenate, 4MU-alpha-Gal fluorescence, 40 min. Potency, µM (doses to about 80 µM), for inactives: at the highest dose activity change, negative = inhibition, hits mostly inhibitors. hit rate 0.008% among 240,000. AID 2107. P06280;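 also: potency is read from the fitted curve at half-maximal effect; 0% = enzyme with vehicle and -100% = no enzyme basal signal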
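Fluorogenic readout (Ex 365/Em 440 nm) of 4-methylumbelliferone released from 1 mM 4-MU-alpha-galactoside by spleen homogenate, 40 min at 37C, pH 5.0. Data normalized to no-enzyme and enzyme controls; Hill-equation AC50 from compound titrations.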
TRb SRC2 PPI – inhibitors of human thyroid hormone receptor beta-SRC2 interaction; TRbeta-SRC2 peptide binding, fluorescence polarization; receptor liganded with 1 µM T3; AID 1469; Potency, µM (series often up to 106 µM), inactives show top-dose activity change, negative = inhibition, most hits filed as inhibitors; hit rate 0.065% among 280,000; P10828;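 also: potency is read from the fitted curve at half-maximal effect; plate controls were bound peptide for no effect and peptide without receptor for full effect; nearly all actives have a fitted effect of over 50% in size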
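Binding of a 20-amino-acid Texas Red SRC2 peptide (20 nM) to TRb ligand-binding domain (0.6 uM) with agonist T3 at 1 uM was followed by fluorescence polarization after a 5 hr room-temperature incubation.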
TR SRC2 fluor cs – alters Texas Red total fluorescence, flagging assay interference; TRb/SRC2 Texas Red total fluorescence interference; Potency, µM (titrated, usually from 106 µM), for the others: at the highest dose fluorescence change, negative = quenching; hit rate 0.29% among 280,000; AID 1479; active = well fitted curve in either direction with a large enough effect; inconclusive = small, poorly fitted or top-dose-only effect; also: potency is read from the fitted curve at half-maximal effect; % is scaled to controls: 0 for no effect and ±100 for the full control effect
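Human TRb ligand-binding domain at 0.6 uM with 20 nM Texas Red SRC2 peptide in Tris buffer containing 1 uM T3 and 5% DMSO, incubated with compound 5 h at ambient temperature. Total fluorescence (555/632 nm) calculated as parallel + 2 × perpendicular.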
Tau fluor counter – counter-screen for tau fibril formation inhibitors; hit rate 0.93% among 280,000; AID 1463; tau K18 P301L Alexa594 fluorescence, heparin fibrillization; Potency, µM (doses to about 57.7 µM), inactives show at the highest dose activity change, negative = decrease; also: potency is read from the fitted curve at half-maximal effect; % is scaled to controls: 0 for no effect and ±100 for the full control effect; nearly all actives have a fitted effect of over 55% in size
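Human tau K18 P301L (15 uM unlabeled, 0.24 uM Alexa 594-labeled) in 100 mM sodium acetate pH 7 with 20 uM heparin, 6 hr at 37 C. ThT 30 uM added, 1 hr ambient; Alexa 594 FP and total fluorescence read at 555/632 nm.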
An asterisk follows results filed as active; u = inconclusive; x = no result given; & = joins results of further samples; [ ] = remark or other dose. Unless noted, calls follow the shape of the dose curve; as a rule, active = well fitted curve in the direction sought with a large enough effect; inconclusive = small, poorly fitted or top-dose-only effect, or another doubt; inactive = no such curve, though single readings can be large; an effect the other way counts as inactive or inconclusive.

SMILES	NPSR antag	CBFb RUNX1 block	Epigenetic reg	Tau fibril FP	GLA spleen mod	TRb SRC2 PPI	TR SRC2 fluor cs	Tau fluor counter
CCOc1ccc(OCC)c(NC(=O)C2CCCN(c3nc(C)cc(C)n3)C2)c1 (stereo unspecified)	-21%[46.1 µM]	-3%	0.0%	12%	22%	-14%	2%	-10%
CCc1ccccc1N1CC(c2nc3ccccc3n2CCCCOc2ccccc2)CC1=O (stereo unspecified)	x	x	4.2%	9%	x	0%	-2%	-19%
O=C(NCc1ccccc1Cl)c1ccc(Cn2c(SCc3ccccc3)nc3cccnc32)cc1	x	x	0.0%	u	x	1%	-21%	-20%
COc1ccc(OC)c(CNC(=O)c2ccc3nc(C(C)C)oc3c2)c1	x	x	-1.7%	3%	x	6%	-6%	-1%
Cc1ccc(NC(=O)CCS(=O)(=O)c2ccc3nc(C)sc3c2)c(C)c1	x	x	-2.0%	1%	x	1%	-1%	7%
COCCn1c(SCC(=O)Nc2cccc(OC)c2)nnc1-c1ccccc1	-8%[46.1 µM]	8%	0.0%	2%	8%	-1%	2%	-2%
CCOC(=O)c1cc([N+](=O)[O-])sc1NC(=O)c1ccc(S(=O)(=O)N2CC3(C)CC2CC(C)(C)C3)cc1 (stereo unspecified)	-20%	-3%	2.3%	-5%	-2%	9%	13%	-9%
CCC1C(=O)Nc2ccccc2N1C(=O)c1ccc(Cl)nc1 (stereo unspecified)	14%	-3%	1.5%	-1%	1%	1%	2%	0%
Cn1c(C(C#N)C2=C(Cl)C(=O)N(c3ccccc3)C2=O)nc2ccccc21 (stereo unspecified)	u	u	0.7%	u	u	45µM*	u	16µM*[quencher]
Cc1ccc(NC(=O)Cn2cc(C(=O)C3CC3)c3ccccc32)cc1C	x	x	-1.0%	-17%	x	0%	-9%	2%
CCc1nnc(NC(=O)CSc2nnc(Cc3cccn3C)n2CCOC)s1	-13%[46.1 µM]	-1%	0.0%	-15%	-1%	-5%	-8%	-5%
COc1ccc(Nc2oc(-c3ccc(COc4ccc(OC)cc4)o3)nc2C#N)cc1	x	x	0.0%	9%	x	4%	-23%	u
N[C@@H](Cc1ccc(O)cc1)c1nnc([C@H](CCC(=O)O)NC(=O)C2CCNCC2)o1	-3%	1%	2.3%	-4%	8%	-5%	-2%	1%
CCCCOc1ccc(C2=NC(c3ccncc3)=Nc3ccc(OCC)cc3N2)cc1	x	x	-1.5%	18%	x	5%	-1%	u
O=C(c1ccc(SCc2cccc(Br)c2)c([N+](=O)[O-])c1)N1CCN(c2ccccn2)CC1	-17%	u	1.1%	13%	-11%	3%	-8%	-20%
O=C(CSc1ccc(Cl)cc1)NCc1ccco1	-5%	14%	-7.0%	9%	-14%	-4%	0%	1%
COC(=O)C1CCN(C(=O)COC(=O)CC(NC(N)=O)c2ccc(Cl)cc2)CC1 (stereo unspecified)	-3%[46.1 µM]	0%	2.0%	1%	0%	2%	-2%	1%
CCOC(=O)C1=C(C)NC2=C(C(=O)c3ccccc32)C1c1cccnc1 (stereo unspecified)	-7%[46.1 µM]	2%	2.9%	6%	6%	1%	0%	-9%
Cc1ccc(SCC(c2ccccc2)N2CCN(CC(C)C)CCC2=O)cc1 (stereo unspecified)	x	23%	x	x	9%	5%	-2%	x
CCOC(=O)C1CCN(C(=O)c2n[nH]c(=O)c3ccccc23)CC1	-1%[46.1 µM]	4%	-1.0%	3%	-6%	1%	-1%	-5%
CC(Sc1nnc2ccc3ccccc3n12)C(=O)Nc1ccc(Cl)cc1 (stereo unspecified)	x	x	0.0%	-16%	x	0%	1%	-18%
COc1ccc(S(=O)(=O)CC2(O)CCN(C(=O)CC(C)C)CC2)cc1	17%	-3%	1.7%	-5%	5%	-5%	-6%	7%
CCOC(=O)N1CCC(n2c(SCC(=O)N3CCC(C)CC3)nc3ccccc3c2=O)CC1	-26%[46.1 µM]	4%	0.0%	-12%	-3%	2%	2%	-2%
CSc1ncccc1C(=O)OCC(=O)N(CC(C)C)C1CCS(=O)(=O)C1 (stereo unspecified)	u	1%	-4.8%	4%	7%	-19%	0%	5%
O=C(NCC(c1cccnc1)N1CCOCC1)NC1CCCCC1 (stereo unspecified)	13%	-6%	-0.2%	-6%	8%	3%	-4%	-6%
CN(C)CCC(=O)NCC1OCCc2ccccc21 (stereo unspecified)	-5%[46.1 µM]	0%	-1.0%	-1%	1%	3%	-2%	-9%
CCCCN1C(N)=NC[C@H]1Cc1ccc(O)cc1	16%	18%	-5.8%	2%	3%	-1%	1%	6%
CCOC(=O)Cc1csc(N(C)C)n1	22%	-2%	-0.2%	2%	1%	-2%	5%	1%
CCn1c(Nc2ccccc2Cl)nc2ccccc21	1%	8%	-0.6%	10%	8%	-5%	0%	-18%
COc1ccc(N2CCN(C(=O)CN(c3cccc(Br)c3)S(C)(=O)=O)CC2)cc1	-13%[46.1 µM]	-5%	-1.9%	4%	-4%	5%	-3%	-28%
CCOC(=O)N1CCN(Cc2nc3cc(NC(=O)c4cccc(C)c4)ccc3n2C(C)C)CC1	x	x	-1.6%	7%	x	-4%	-7%	-4%
Cn1c(=O)c2c(nc(CN3CCN(c4ccccc4F)CC3)n2Cc2ccccc2F)n(C)c1=O	x	x	0.1%	8%	x	5%	-2%	4%
Cc1cccc(-n2ccnc2SCC(=O)Nc2nnc(C)s2)c1	-10%[46.1 µM]	-4%	-0.1%	6%	8%	-7%	1%	-2%
O=C(Nc1ccc2c(c1)OCO2)c1cccc(F)c1	-17%[46.1 µM]	0%	-0.7%	-1%	-10%	0%	1%	-5%
COCCCNC(=O)CC(NS(=O)(=O)c1ccc(F)cc1)c1ccc(OC)cc1 (stereo unspecified)	6%[46.1 µM]	3%	2.1%	9%	-10%	2%	0%	-1%
Cc1nn(CC(=O)N/N=C/c2ccc(F)cc2)c(C)c1[N+](=O)[O-]	-11%	1%	0.5%	-4%	4%	2%	-1%	-11%
CCCCc1nn(-c2ccccc2C(F)(F)F)c(=O)n1Cc1ccc(-c2ccccc2S(=O)(=O)NC(=O)c2sccc2C)cc1	x	4%	x	x	0%	9%	0%	x
COc1ccc(CNC(=O)Cn2ncc3c4ccccc4n(Cc4cccc(Cl)c4)c3c2=O)cc1	x	x	-2.3%	-9%	x	0%	-2%	5%
CCOc1ccc(CNC(=O)C2CCCN(S(C)(=O)=O)C2)cc1OC (stereo unspecified)	-6%[46.1 µM]	1%	0.6%	11%	4%	0%	-5%	-10%
O=c1c(-c2ccc([N+](=O)[O-])cc2)coc2c(O)c(O)ccc12	1%	-16%	7.3%	0%	-10%	0%	-4%	-26%
O=C(CCOc1ccc(F)cc1)Nc1nccs1	-15%	-4%	-1.7%	4%	2%	-1%	0%	5%
COc1ccc(-c2nsc3c(SCC(=O)Nc4cc(C)ccc4C)ncnc23)cc1	-3%[46.1 µM]	-5%	0.0%	0%	4%	-6%	-3%	5%
FC(F)(F)c1cc(CCN2C(=S)NC[C@@H]2Cc2ccccc2)cc(C(F)(F)F)c1	u	16%	-2.0%	-8%	-1%	-3%	0%	u
O=C(O)CCCC(=O)NNc1ncnc2ccccc12	8%	-2%	-3.8%	-3%	-4%	1%	-1%	-8%
O=C(NNC(=S)Nc1ccc(F)cc1)C1[C@H]2CCCC[C@@H]12 (stereo partly specified)	-20%	0%	-5.4%	-3%	7%	-2%	-3%	-3%
Cc1ccsc1/C=N/N1CCN(Cc2ccccc2)CC1	-4%	-5%	8.5%	-5%	9%	-4%	-1%	-14%
CCCC(=O)N1CCN(c2ccc([N+](=O)[O-])cc2Cl)CC1	-7%	-5%	-0.9%	3%	-5%	-1%	0%	6%
Cc1cc(O)c(C(=O)c2ccccc2C(=O)O)cc1C	-11%[46.1 µM]	7%	-5.6%	-1%	2%	0%	-6%	-1%
O=C(Oc1cccc(NC2=NS(=O)(=O)c3ccccc32)c1)c1ccncc1	1%	-9%	-1.2%	-10%	6%	5%	-1%	-6%
CCSc1ncc(Cl)c(C(=O)Nc2cc(C)ccc2C)n1	-12%	2%	2.1%&0.0%	u	2%	2%&1%	1%&-24%	-11%&-5%
CCOCc1cnc(C)nc1NCC(=O)c1c(C)n(C)c2ccc(OC)cc12	0%[46.1 µM]	-4%	3.1%	-9%	0%	3%	0%	-9%
COc1ccc(/C=N/N2CCN(C)CC2)cc1OC	-4%[46.1 µM]	10%	0.0%	0%	-1%	2%	-2%	7%
O=C(Cc1cccs1)N(CC1CCCO1)C1(C(=O)NC2CCCCC2)CCCCC1 (stereo unspecified)	u	0%	1.1%	5%	2%	1%	-3%	-3%
COc1ccccc1NS(=O)(=O)c1cccc(NC(=O)Nc2cccc(Cl)c2)c1	u	u	4.5%	1%	-8%	10%	-1%	10%
COc1cccc(C2C(C#N)=C(N)OC(C(C)(C)C)=C2C#N)c1 (stereo unspecified)	-12%[46.1 µM]	-3%	-0.8%	-10%	-4%	-5%	-1%	-11%
CCOC(=O)CSc1nnc2cc(C)c3ccccc3n12	7%[46.1 µM]	-1%	-1.0%	4%	-1%	0%	2%	-1%

Results in Tau fibril FP (2 entries from above):
SMILES | Tau fibril FP
COc1ccc(N2CCN(C(=O)CN(c3cccc(Br)c3)S(C)(=O)=O)CC2)cc1 | 4%
CCOC(=O)N1CCN(Cc2nc3cc(NC(=O)c4cccc(C)c4)ccc3n2C(C)C)CC1 | 7%

Copied from the list.
Result of O=C(Oc1cccc(NC2=NS(=O)(=O)c3ccccc32)c1)c1ccncc1 under Epigenetic reg: -1.2%
Result of COc1cccc(C2C(C#N)=C(N)OC(C(C)(C)C)=C2C#N)c1 (stereo unspecified) under Tau fibril FP: -10%
Result of COc1ccccc1NS(=O)(=O)c1cccc(NC(=O)Nc2cccc(Cl)c2)c1 under Epigenetic reg: 4.5%

Not all compounds are listed (hit frequency here may not be typical).
